CHO-K1 Ca antag – counter-screen for M1 antagonists: effect in parental CHO-K1 cells; ATP-induced calcium, Fluo-8 fluorescence; inhibition, % at 3 µM; 360,000 compounds, 0.6% hits;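 active = inhibition above a per-plate cutoff, the plate's mean sample inhibition plus 3 SD, cut at about 24% in these data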;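 note: 0% = DMSO plus EC80 ATP and 100% = DMSO alone without ATP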
TAAR1 agonist – agonists of human TAAR1 | CHO RD-HGA16 TAAR1, Fluo-8 calcium fluorescence; vehicle wells 0%, saturating PEA agonist 100% | activation, % at 3 µM | 360,000 compounds, 0.99% hits | AID 624467;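 active = activation above the mean activation of all test compounds in the run plus 3 SD, cut at about 38% in these data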
Target sequence (Q96RJ0 whole entry, looked up): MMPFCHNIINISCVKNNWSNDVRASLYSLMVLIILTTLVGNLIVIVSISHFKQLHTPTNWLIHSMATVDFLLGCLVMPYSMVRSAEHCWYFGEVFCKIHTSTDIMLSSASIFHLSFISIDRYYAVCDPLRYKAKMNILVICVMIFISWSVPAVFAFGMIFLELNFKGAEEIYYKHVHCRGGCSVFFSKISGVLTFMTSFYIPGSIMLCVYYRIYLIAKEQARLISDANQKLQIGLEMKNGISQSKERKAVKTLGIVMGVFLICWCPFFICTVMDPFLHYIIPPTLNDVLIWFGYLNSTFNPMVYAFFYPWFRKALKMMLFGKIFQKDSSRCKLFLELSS
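System: CHO-derived RD-HGA16 cells with stable Gα16 and human TAAR1. Times: 17-24 h plating, Fluo-8 75 min 37 °C, 30 min RT. Measured by: calcium-sensitive Fluo-8 signal, excitation 470-495, emission 515-575 nm. Read-out basis: % activation relative to PEA EC100 response. Control set: DMSO and PEA EC100. Repeats: no replicates (n 1).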
CHRM1 agonist – activates human CHRM1 receptor; CHO-K1 hM1, Fluo-8 calcium fluorescence, agonist mode; 0% DMSO, 100% acetylcholine EC100; P11229; activation, % at 3 µM; 360,000 compounds, 0.33% hits;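 active = activation above the run's mean compound activation plus 3 SD, cut at about 16% in these data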;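 note: peak over basal fluorescence ratio within a 140 s kinetic read after compound addition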
CHO-K1 Ca ag – nonselective activator or artifact in parental CHO-K1 cells; Fluo-8 calcium fluorescence; scaled to maximal ATP response, vehicle zero; activation, % at 3 µM; 360,000 compounds, 0.48% hits; AID 602248; in the data active = activation above about 15%;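 note: untransfected CHO-K1 host cells lacking M1 receptor as counterscreen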
CHO parental Ca – counter-screen: ATP calcium response change in parental CHO cells; parental CHO-K1, ATP-induced calcium, Fluo-8 fluorescence; inhibition, % at 5.6 µM; 330,000 compounds, 0.63% hits; AID 463079;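 active = inhibition above that plate's mean sample inhibition plus 3 SD, cut at about 26% in these data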;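 note: 0% = ATP-challenged DMSO wells and 100% = DMSO wells without ATP; some compounds past the cut are filed as inactive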
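Test system: parental CHO cells; detection: calcium-sensitive Fluo-8 fluorescence; evaluation: percent inhibition of calcium signal; also added: ATP as calcium-mobilizing challenge; repeats: one well per compound; control set: ATP-challenged DMSO wells low, unchallenged DMSO wells high; compound: single nominal dose of 5.6 µM per compound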
TAAR1 antag – human TAAR1 antagonism | Q96RJ0 | CHO RD-HGA16 TAAR1, Fluo-8 calcium fluorescence, antagonist | inhibition, % at 3 µM | 360,000 compounds, 1.5% hits | AID 624466;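 active = inhibition above a per-plate cutoff, the mean inhibition of test compounds on that plate plus 3 SD, cut at about 49% in these data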;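 note: 0% = DMSO plus EC80 beta-PEA response and 100% = DMSO alone without agonist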
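Test system: CHO RD-HGA16 cells bearing hTAAR1 | Reagent: β-PEA, EC80 | Compound dosing: 3 µM, single point | Schedule: Dye loading 75 min at 37 °C, then 30 min room temperature | Signal: Calcium fluorescence with Fluo-8 | Evaluation: Percent inhibition of PEA-evoked calcium signal, max/basal emission ratio | Control set: DMSO-only wells and EC80 β-PEA-stimulated wells | Repeats: Singlicate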
OXTR potentiator – potentiators of human oxytocin receptor; CHO-OTR cells, Fluo-8 calcium fluorescence, potentiator mode; 0% = oxytocin EC15, 100% = EC100; activation, % at 3 µM; 320,000 compounds, 0.061% hits; AID 2445;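 active = activation above that plate's cutoff, the mean activation of tested compounds plus 3 SD, cut at about 6.6% in these data, passing the limit was not always enough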;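 note: 100% uses oxytocin at 75 nM as the full agonist control; some results filed as inactive read as strong as hits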
Target sequence (P30559 whole entry, looked up): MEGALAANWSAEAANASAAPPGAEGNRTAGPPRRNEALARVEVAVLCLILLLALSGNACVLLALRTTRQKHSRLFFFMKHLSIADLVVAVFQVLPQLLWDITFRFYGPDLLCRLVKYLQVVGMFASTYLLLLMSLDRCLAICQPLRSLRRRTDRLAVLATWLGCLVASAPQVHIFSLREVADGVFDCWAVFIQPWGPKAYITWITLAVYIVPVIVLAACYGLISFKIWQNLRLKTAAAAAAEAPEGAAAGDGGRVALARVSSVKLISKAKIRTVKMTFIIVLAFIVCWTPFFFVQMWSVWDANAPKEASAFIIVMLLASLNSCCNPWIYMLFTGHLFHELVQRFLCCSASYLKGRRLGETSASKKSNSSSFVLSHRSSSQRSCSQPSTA
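Material: CHO-OTR cells, human receptor; compound dosing: single dose, 3.0 µM nominal final compound concentration; schedule: 6 min compound pre-incubation at room temperature, 100 s kinetic read; measured by: kinetic Fluo-8 calcium fluorescence; read-out basis: % activation vs EC15 and EC100 oxytocin; controls: EC15 oxytocin alone as 0%, 75 nM oxytocin as 100%; replicates: singlicate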
CHO-K1 Ca PAM – nonselective activator or artifact in parental CHO-K1 calcium assay; ATP EC20, Fluo-8 calcium fluorescence; 0% at ATP EC20, 100% at ATP max; activation, % at 3 µM; 360,000 compounds, 0.02% hits; AID 602247;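 active = activation above the run cutoff, the mean activation of all test compounds plus 3 SD, cut at about 40% in these data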;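 note: peak over basal fluorescence ratio in a 140 s read after ATP addition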
V1R ag counter – V1a receptor agonism, counter-screen for OXTR agonists; CHO-V1R cells, Fluo-8 calcium fluorescence, agonist mode; 0% DMSO, 100% 3 nM vasopressin; activation, % at 3 µM; 320,000 compounds, 0.25% hits; AID 2797;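 active = activation above the mean activation of all tested compounds plus 3 SD, per screening run, cut at about 20% in these data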;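 note: signal is peak over basal fluorescence ratio across a 100 second FLIPR read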
The depositor's hits bear a star; · = not tested or not shown; & = joins results of further samples.

SMILES	CHO-K1 Ca antag	TAAR1 agonist	CHRM1 agonist	CHO-K1 Ca ag	CHO parental Ca	TAAR1 antag	OXTR potentiator	CHO-K1 Ca PAM	V1R ag counter
CCOc1ccc(N(CC(=O)NCc2ccc(OC)cc2)S(=O)(=O)c2c(C)noc2C)cc1	-7	5	-2	-0.5	-7	1	-3	18	-0.9
O=C(Cn1nc(C(=O)O)c2ccccc2c1=O)Nc1ccc(F)cc1	-15	7	-4	2.1	-14	-2	-14	-1	0.3
CCCNC(=O)C1(C)CCN(C(=O)c2ccccc2F)C1 (centres undefined)	8	2	-3	0.7	·	-4	·	-6	·
Cc1cccc(N2CCN(C(=O)c3noc4c3COc3ccc(C)cc3-4)CC2C)c1 (centres undefined)	-8	0	-2	-0.2	-5	22	-3	-7	-0.1
COc1ccc(CNC(=O)CN2C(=O)NC(C)(c3cccc4ccccc34)C2=O)cc1OC (centres undefined)	-2	1	-6	-0.6	-17	14	-3	9	-0.1
CCOc1ccc(NC(=O)N(CC(C)C)CC(C)C)cc1	-6	16	-6	-0.1	-11	-7	-7	14	-0.7
Cc1ccc(-n2ncc3c(NCc4cccnc4)ncnc32)cc1C	-5	3	5	4.7	0	-28	-14	-6	6.4
COc1ccc([C@H]2CC(=O)C=C(c3ccc(F)cc3OCc3ccccc3)C2)cc1OC	16	21	-1	2.4	11	83*	-5	1	2.0
NC(=O)CSc1nnc(CNc2ccc(F)cc2)n1CC1CCCO1 (centres undefined)	-4	-1	0	-0.2	-2	-2	-9	13	-0.9
O=C(O)CCc1nc2cccnc2n1Cc1ccccc1	-22	12	-6	0.2	-13	2	-2	18	-0.7
CCCc1nn2c(N)c(/C=C3\C=Nc4ccccc43)c(=O)nc2s1	10&5	4&0	0&-8	1.6&0.9	-11&-15	29&14	-12&-12	-27&14	0.8&4.1
CCc1nnc(NC(=O)C2Cc3ccccc3CN2S(=O)(=O)c2cccs2)s1 (centres undefined)	9	4	1	-0.7	-18	0	-9	0	-1.4
O=c1[nH]cc(N=Cc2cc(Cl)cc(Cl)c2O)c(=O)[nH]1	-10	2	0	0.8	-2	-8	-2	5	0.9
CCN(CC(=O)Nc1ccc(Cl)c(S(=O)(=O)N(C)C)c1)Cc1nc2ccccc2c(=O)[nH]1	-15	5	-7	2.3	-20	6	-10	16	1.1
Cc1cccc(NC(=O)Cn2c(=O)n(C)c3ccccc32)c1	-10	3	-4	0.4	-7	-29	-4	16	0.6
Cc1cc(NCCc2ccccc2F)n2ncnc2n1	19	38*	-2	0.7	9	8	-3	-16	4.1
CCOc1ccc(N2C(=O)CC(N(Cc3ccco3)C(=O)CC)C2=O)cc1 (centres undefined)	-4	5	-6	-0.5	-4	-3	-3	2	-0.8
CCCc1c(-c2cccc(Br)c2)ncn1Cc1ccccc1OC	-21	3	·	1.2	·	13	·	24	·
FCCCOc1ccc(-c2ccnc3ncnn23)cc1	-7	1	-3	-0.6	16	-7	-9	15	-0.6
O=C(CSc1nc(=O)n2ccccc2n1)NCc1ccc(F)cc1	-9	0	-3	1.0	-12	0	-5	15	0.1
Cc1ccccc1NC(=O)Cc1nc(COC(=O)CSc2ccc(F)cc2)cs1	-3	4	-5	2.4	·	4	·	3	·
CCCC(=O)Nc1nnc(SCC(=O)N2CCCCC2)s1	-12	2	-2	0.3	-9	-8	-7	9	0.9
O=C(COc1ccc(/C=C2/NC(=O)NC2=O)cc1)Nc1ccc(F)cc1	-10	4	-2	4.3	10	29	-12	14	4.1
N#Cc1cccc(NC(=O)COC(=O)c2ccc3c(=O)n4c(nc3c2)CCC4)c1	·	2	·	·	-13	3	-10	·	0.8

Sorted by molar mass (high to low): nine of the compounds above
SMILES	CHO-K1 Ca antag	TAAR1 agonist	CHRM1 agonist	CHO-K1 Ca ag	CHO parental Ca	TAAR1 antag	OXTR potentiator	CHO-K1 Ca PAM	V1R ag counter
Cc1cccc(N2CCN(C(=O)c3noc4c3COc3ccc(C)cc3-4)CC2C)c1 (centres undefined)	-8	0	-2	-0.2	-5	22	-3	-7	-0.1
N#Cc1cccc(NC(=O)COC(=O)c2ccc3c(=O)n4c(nc3c2)CCC4)c1	·	2	·	·	-13	3	-10	·	0.8
CCCc1c(-c2cccc(Br)c2)ncn1Cc1ccccc1OC	-21	3	·	1.2	·	13	·	24	·
O=C(COc1ccc(/C=C2/NC(=O)NC2=O)cc1)Nc1ccc(F)cc1	-10	4	-2	4.3	10	29	-12	14	4.1
CCCc1nn2c(N)c(/C=C3\C=Nc4ccccc43)c(=O)nc2s1	10&5	4&0	0&-8	1.6&0.9	-11&-15	29&14	-12&-12	-27&14	0.8&4.1
CCCC(=O)Nc1nnc(SCC(=O)N2CCCCC2)s1	-12	2	-2	0.3	-9	-8	-7	9	0.9
Cc1cccc(NC(=O)Cn2c(=O)n(C)c3ccccc32)c1	-10	3	-4	0.4	-7	-29	-4	16	0.6
CCCNC(=O)C1(C)CCN(C(=O)c2ccccc2F)C1 (centres undefined)	8	2	-3	0.7	·	-4	·	-6	·
FCCCOc1ccc(-c2ccnc3ncnn23)cc1	-7	1	-3	-0.6	16	-7	-9	15	-0.6

Following part.
SMILES	CHO-K1 Ca antag	TAAR1 agonist	CHRM1 agonist	CHO-K1 Ca ag	CHO parental Ca	TAAR1 antag	OXTR potentiator	CHO-K1 Ca PAM	V1R ag counter
COc1ccc(Cl)cc1N(CC(=O)NC1CC1)S(=O)(=O)c1ccc(C)c([N+](=O)[O-])c1	-15	10	-4	0.4	8	16	-10	-2	-0.2
Cc1ccc(NC(=O)CN(C)C(=O)Cc2ccc(Cl)cc2Cl)cc1	-14	0	-7	2.5	-2	-11	-3	-2	-0.1
O=C1CN(C(=O)CN2CCN(S(=O)(=O)c3ccccc3F)CC2)c2ccccc2N1	-5	2	-3	1.0	·	-2	·	20	·
COc1cc(NC(=S)Nc2cccc(C)n2)cc(OC)c1OC	-12	3	-9	0.9	-16	-3	-4	16	-1.6
CC(=O)c1ccc(NC(=O)C(C)OC(=O)/C=C/c2ccco2)cc1 (centres undefined)	-15	1	-4	0.7	-10	2	-4	11	3.3
CC(=O)c1cccc(NC(=O)N2C3CCCC2CC(NC(=O)C2CC2)C3)c1 (centres undefined)	4	7	-9	0.2	-10	-5	1	2	0.6
Cc1cc(/C=N/O)c(C)n1-c1ccc(Br)cc1	-1	-2	-10	-0.1	-12	6	-10	9	-0.6
COc1cccc(NC(=O)CS(=O)(=O)c2cccc3nsnc23)c1	-6	0	-2	0.4	-6	-11	-7	15	-0.3
COc1ccc(CNC(=O)c2ccccc2[N+](=O)[O-])cc1	-12	·	-5	0.3	-1	·	3	19	0.1
CNC(=S)NCc1ccc2[nH]c(C)cc2c1	-12	2	-11	0.6	7	18	-5	7	1.8
COCCn1c(C)cc(C2=NNC(=Nc3ccccc3F)SC2)c1C	-8	-2	-1	0.0	-14	10	-9	15	0.1
Cc1cc(C(=O)N/N=C2\CC(=O)c3ccccc32)c(C)n1-c1ccccc1	22	2	-4	0.0	-18	11	-16	-8	-0.6
CC(CC(=O)N1CCN(c2ccccc2F)CC1)c1ccccc1 (centres undefined)	-3	5	-5	0.4	-8	-7	-8	3	-0.4
CCOC(=O)C1(Cc2ccc(Cl)cc2)CCN(Cc2nccn2CC)CC1	-2	2	-10	1.6	-13	4	-7	6	2.7
CCc1nc(NCCCCCO)c2nnn(Cc3ccccc3F)c2n1	3	11	-2	0.3	-25	-11	-4	-5	0.6
C=CCn1ccc(=NC=C(C#N)C#N)c2ccccc21	-5	24	3	2.4	4	-6	-9	11	0.3
CC12CC(NC(=O)N1c1cccc(C(=O)N3CCN(c4ccccc4F)CC3)c1)c1ccccc1O2 (centres undefined)	-7	9	-1	2.4	-28	10	-11	11	-0.2
Cc1ccc(S(=O)(=O)/N=C(/Nc2c(C)n(C)n(-c3ccccc3)c2=O)c2ccc(Cl)cc2)cc1	-11	1	-5	0.2	-17	-9	-6	20	-0.3
CC(C)(C)CC(C)(C)n1nnnc1N	-14	1	-1	0.6	·	-6	·	12	·
COc1ccc(OC)c(NC(=O)c2ccc(-n3cccn3)nc2)c1	6	14	-3	-0.1	-4	11	-3	-5	-0.4
Cc1ccc(C(C)C)c(OCC(=O)N/N=C/C2CCCCC2)c1	-15	0	-6	0.3	-19	-12	-6	-1	0.8
Cc1nc([N+](=O)[O-])cn1CC(=O)Nc1ccc([N+](=O)[O-])cc1	19	-1	-2	0.0	-3	8	2	-6	0.1
O=C(C[C@H]1C[C@@H]2c3cc(NC(=O)C4CCC4)ccc3O[C@@H]2[C@H](CO)O1)NC1CCCCC1	-4	2	-4	0.2	·	-23	·	16	·
Cc1ccc(N2C(=O)C3CC(c4ccccc4)=C4C5C=CC(C6C(=O)N(c7ccc(C)cc7C)C(=O)C56)C4C3C2=O)c(C)c1 (centres undefined)	-15	·	0	1.3	-23	·	-8	13	2.3
COc1ccc(C)c2sc(N(CCCN(C)C)C(=O)c3ccc(S(=O)(=O)N4CCc5ccccc5C4)cc3)nc12	10	48*	-7	19*	7	41	-12	8	3.7
CSCc1ccc(C(=O)NC(C)c2ccc(-n3ccnc3)cc2)cc1 (centres undefined)	-1	0	-5	1.1	·	-9	·	-2	·
COc1ccc(CN2C(=O)C(C)Nc3ncnc(N4CCc5ccccc5C4)c32)cc1 (centres undefined)	12	53*	-11	0.1	·	16	·	5	·
CN(CCNC(=O)Cn1c(=O)sc2ccccc21)Cc1ccccc1	3	3	-11	0.3	-10	-4	-3	1	0.3
C#CCN1C(=O)S/C(=C/c2cc(C)n(CC)c2C)C1=O	7	-1	-6	1.4	-6	-5	-7	-2	1.5
Cc1ccccc1-c1nnn(Cc2ccc(F)cc2Cl)n1	-4	3	-5	-0.2	-11	6	-7	-17	0.1

Bioassay records (PubChem BioAssay)
